# iPSC survival up = enhancers of human iPSC single-cell survival; hiPSC single-cell survival, ATPlite luminescence; 100% = ROCK inhibitor wells, 0% = DMSO; AID 602274; survival enhancement, % at 20 µM; hit rate 0.044% among 360,000; in the data active = survival enhancement above about 18%;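 also: cells exposed to compounds for 16 hours before the ATP read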
# HTR2A ag = activates the mouse 5-HT2A serotonin receptor; P35363; CHO-K1 mHTR2A beta-arrestin complementation, luminescence; percent of 30 µM serotonin response; activation, % at 7.6 µM; hit rate 0.66% among 360,000;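 active = activation above a run cutoff, the mean activation of all tested compounds plus 3 SD, cut at about 14% in these data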;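 also: 0% = plate median of compound wells and 100% = 30 µM serotonin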
# Target sequence (P35363 whole entry, looked up): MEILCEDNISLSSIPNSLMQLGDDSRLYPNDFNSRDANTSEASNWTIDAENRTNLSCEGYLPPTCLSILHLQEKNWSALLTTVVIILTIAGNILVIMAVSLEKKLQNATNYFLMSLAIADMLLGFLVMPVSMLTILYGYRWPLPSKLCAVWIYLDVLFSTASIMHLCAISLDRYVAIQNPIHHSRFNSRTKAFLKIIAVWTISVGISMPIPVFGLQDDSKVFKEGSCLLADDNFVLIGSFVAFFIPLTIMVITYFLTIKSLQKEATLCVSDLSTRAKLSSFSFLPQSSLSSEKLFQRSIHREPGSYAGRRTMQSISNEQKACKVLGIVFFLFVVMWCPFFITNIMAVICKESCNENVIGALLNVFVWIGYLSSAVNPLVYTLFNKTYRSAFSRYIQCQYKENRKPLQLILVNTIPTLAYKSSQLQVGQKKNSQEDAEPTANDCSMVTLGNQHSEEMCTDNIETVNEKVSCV
# Cardio protect = modulators protecting cardiomyocytes from myocardial damage; H9c2 cardiomyocytes, H2O2 injury protection, ATPLite, 2 h; protection from H2O2 cell death, % at 20 µM; hit rate 0.63% among 360,000; AID 588492;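 active = compounds giving at least 50% protection of heart cells from peroxide-induced death in the single-dose screen, raw or plate-pattern-corrected value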;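 also: 0% = DMSO wells with peroxide and 100% = DMSO wells without peroxide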
# N-glyco inh = blocks N-linked glycosylation in D54 reporter cells | hit rate 0.23% among 360,000 | reporter increase, % at 12.5 µM | AID 588692 | D54 ERlucT glycosylation luciferase reporter, 24 h; percent of 100 nM tunicamycin response;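 active = mean luciferase reporter signal, scaled so untreated is 0 and the glycosylation-blocking control 100, at or above a set limit in every replicate; inconclusive = mean reaches the limit but not every replicate does; inactive = mean below the limit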;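 also: luciferase carries N-glycosylation sites so blocking glycosylation raises the light; 0% = median of neutral control wells and 100% = median of 100 nM tunicamycin wells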
# Granule exo inh = blocks lytic granule exocytosis; TALL-104 LAMP-1 surface exposure, flow cytometry; cells stimulated with thapsigargin and PMA; inhibition, % at 10 µM; hit rate 0.66% among 360,000;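 active = inhibition above about 55%, limit read from the data; inconclusive = no clear call, values can overlap the other calls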
# aDG glyco act = increases alpha dystroglycan glycosylation; hit rate 0.22% among 360,000; Pro5-aDG cells, alpha-DG glycosylation AlphaScreen (IIH6); 0% Pro5, 100% B10-LARGE cell signal; activation, % at 10 µM; AID 624168;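 active = activation of at least 8% versus controls, or a plate z-score of at least 8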;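 also: Pro5 are CHO cells carrying HIG-tagged alpha-DG that lacks glycosylation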
# MC4R antag cAMP = human MC4R antagonism in cAMP assay. P32245. MC4R-expressing cells, MTII-stimulated cAMP, LANCE TR-FRET. inhibition, % at 6.5 µM. hit rate 0.48% among 360,000. AID 540295;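 active = inhibition above its plate's cutoff, the mean of tested wells on that plate plus 3 SD, cut at about 29% in these data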;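 also: 0% = Melanotan II alone and 100% = Melanotan II plus saturating MCL0020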
# Target sequence (P32245 whole entry, looked up): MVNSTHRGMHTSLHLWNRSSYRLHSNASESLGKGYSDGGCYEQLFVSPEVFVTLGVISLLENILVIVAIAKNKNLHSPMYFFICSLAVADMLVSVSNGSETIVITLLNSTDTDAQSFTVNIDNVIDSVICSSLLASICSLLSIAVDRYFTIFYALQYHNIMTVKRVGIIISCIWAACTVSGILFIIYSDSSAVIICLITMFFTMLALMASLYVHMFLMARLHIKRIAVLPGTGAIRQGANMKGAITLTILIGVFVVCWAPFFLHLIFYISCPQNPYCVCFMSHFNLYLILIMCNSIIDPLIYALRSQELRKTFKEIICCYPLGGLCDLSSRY
#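 Material – human MC4R-expressing U2OS cells · Repeats – no replicates · Detection – TR-FRET with Eu-cAMP and labeled anti-cAMP, 671 nm · Times – compound 30 min, challenge 1 h, detection 1 h · Compound – single nominal compound dose of 6.5 µM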
# ABHD5-PLIN5 inh = inhibitors of human ABHD5-perilipin-5 interaction; Split G. princeps luciferase complementation, luminescence, 4 h; inhibition, % at 4 µM; hit rate 0.78% among 360,000;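 active = inhibition above the mean inhibition across every tested compound plus 3 SD, cut at about 22% in these data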;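 also: 0% = DMSO only wells and the 100% control is not disclosed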
# ABCB6 inh MLPCN = blocks the human ABCB6 transporter. K562-ABCB6 porphyrin accumulation, flow cytometry, 1 h; stronger effect = lower value. fluorescence ratio to DMSO, % at 10 µM. Q9NP58. hit rate 0.19% among 360,000;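 active = fluorescence ratio to DMSO below 75%, the collection mean minus 3 SD; inconclusive = too few cells collected in the well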;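 also: signal is porphyrin accumulated inside mitochondria; 100% equals median channel fluorescence of DMSO control wells; lower ratio means ABCB6 inhibition with less porphyrin fluorescence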
# MC4R ag barr = activates human MC4R beta-arrestin recruitment; U2OS MC4R beta-arrestin complementation, luminescence; percent of melanotan II response, DMSO zero; hit rate 0.98% among 360,000; activation, % at 8.9 µM; P32245;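 active = activation above a per-plate cutoff, the mean activation of sample wells on that plate plus 3 SD, cut at about 8% in these data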
# The depositor's hits bear a star; ? = inconclusive; . = not tested or not shown.
SMILES,iPSC survival up,HTR2A ag,Cardio protect,N-glyco inh,Granule exo inh,aDG glyco act,MC4R antag cAMP,ABHD5-PLIN5 inh,ABCB6 inh MLPCN,MC4R ag barr
O=C(COC(=O)c1ccc(O)cc1O)NCCN1C(=O)CSC1=O,1.3,-2,5,2,-1,0.0,9,-3,91,-1.4
Cc1cccc(OCCCC(=O)Nc2ccc(N3CCCCC3)cc2)c1C,-1.7,1,12,-1,-2,0.1,0,4,98,0.5
COc1ccc(C(C)=O)cc1COC(=O)c1cc2ccccc2cc1O,0.3,4,4,-2,91*,0.3,-16,0,97,11*
O=C1/C(=C\c2cccc(O)c2)SC(=S)N1Cc1ccccc1,0.3,1,-8,-4,-8,-0.1,7,-5,103,-0.8
O=C(CSc1nc2c(c(=O)n1-c1ccccc1)SCC2)N1CCOCC1,-0.7,5,6,-1,7,0.1,-1,-2,98,-0.1
OC(c1ccccc1)(c1nc(-c2cc3ccccc3o2)cs1)C(F)(F)F (stereo not drawn),4.8,-9,-10,-2,-5,-0.1,16,-6,102,0.1
O=C(Nc1ccon1)c1ccc(S(=O)(=O)N2CCOCC2)cc1,-0.9,1,5,0,-2,-0.2,4,2,102,-1.4
CC(C)NC(=S)N1CCN(S(C)(=O)=O)CC1,-2.2,-2,9,0,0,-0.1,-1,-6,100,-1.1
CN1CCNC(=O)C1CC(=O)N1CC=C(c2ccc(F)cc2)CC1 (stereo not drawn),-1.3,-5,0,0,7,-0.6,-5,15,102,1.4
O=C(NC1CCS(=O)(=O)C1)C1CCCN(S(=O)(=O)c2ccc(Cl)cc2)C1 (stereo not drawn),1.2,2,3,3,-12,0.3,23,-3,94,-0.3
COc1cccc(C(=O)Nc2cccc3ccccc23)c1,-0.5,0,-1,-1,0,-0.1,-2,4,99,0.0
Clc1ccccc1Nc1nc(NCC2CC2)nc2ccsc12,-0.4,-9,-22,-1,-2,1.1,-8,4,92,5.3
O=C(NCCCN1CCN(CCCNC(=O)c2cccc(Cl)c2)CC1)c1cccc(Cl)c1,-2.0,-7,2,-4,0,-0.1,-8,8,89,-0.3
O=C(CSc1nc2ccccc2[nH]1)c1ccccc1F,-0.4,2,-4,-4,-14,0.1,17,7,100,0.8
CCNC(=O)C1(C)CCCN(CCOc2ccc(Cl)cc2)C1 (stereo not drawn),1.4,-4,8,-8,0,-0.3,-3,1,100,0.9
COc1cnc(-c2ccccn2)nc1Sc1ccc(F)cc1,0.2,3,-12,3,2,4.0,3,1,103,2.3
Cc1nc2c(OCc3ccc(C(F)(F)F)cc3)cccn2c1N(C)C(=O)CCC1CCCC1,-1.3,-11,-6,-1,0,1.1,4,5,92,-0.7
CC(C)c1cc(C(=O)N2CCCC(CCC(=O)NCc3ccccc3F)C2)n(C)n1 (stereo not drawn),0.7,-5,-13,0,3,2.4,10,-3,94,-1.6
O=C(CCCN=C1NS(=O)(=O)c2ccccc21)OCc1cc([N+](=O)[O-])cc2c1OCOC2,-0.8,0,-10,0,3,0.1,21,0,441,-0.9
CC(=O)Nc1ccc(S(=O)(=O)Oc2ccccc2N2C(=O)C3C4CCC(C4)C3C2=O)cc1 (stereo not drawn),-0.2,-5,-1,-7,-1,0.0,5,7,100,-2.4
Cc1ccc(S(=O)(=O)NC(=O)C2(C)CCN2C(=O)Cc2cccs2)nc1 (stereo not drawn),-0.9,0,0,1,3,0.2,-1,0,97,2.0
CCN(CC)CCCn1c2c(c(SCC(=O)Nc3cc(C)cc(C)c3)nc1=O)CCC2,-1.9,-1,-4,-6,4,0.2,1,9,96,-0.6
Cc1nn(C)cc1S(=O)(=O)N1CCN(Cc2ccccc2Cl)CC1,-2.8,-6,-3,-1,2,0.2,3,2,94,-2.2
CCCOc1ccc(C(=O)CCC(=O)NNC(=O)c2cccs2)cc1,-3.5,-1,2,-1,?,-0.1,8,-5,108,-0.2
Cc1ccc(N2CC(C(=O)Nc3nnc(C)s3)CC2=O)cc1 (stereo not drawn),-0.6,5,8,4,4,0.1,9,3,99,0.1
O=S(=O)(NCC(c1cccnc1)N1CCN(c2ccccc2F)CC1)c1cccs1 (stereo not drawn),0.2,-3,3,-3,11,1.1,8,6,101,1.7
COCC(C)NCc1cccc(C)c1 (stereo not drawn),0.1,-2,8,2,0,-0.1,8,-1,93,0.7
CCOc1ccccc1CNC(=O)C1CCN(c2nc3ccccc3o2)CC1,-1.5,10,0,-1,3,0.1,0,3,99,0.1
O=C(NCc1ccccc1Cl)C1CCCN1S(=O)(=O)c1ccccc1F (stereo not drawn),-0.5,-5,-1,-1,-1,0.1,-1,11,98,0.2
COc1ccc(CCNC(=S)Nc2ccccc2)cc1,-0.1,-1,-7,-1,-2,0.1,9,-4,103,-1.8
CCCCCCCCN1C(=O)[C@H](CC(=O)NCc2cccc3ccccc23)C[C@@]2(C(=O)OC)CC(C)(C)CC=C12,.,-9,.,.,23,-0.2,.,5,.,.
COc1cccc(/C=N/NC(=O)CN2C(=O)NC3NC(=O)NC32)c1 (stereo not drawn),2.2,6,10,1,0,0.0,13,2,99,0.1
CN(C)S(=O)(=O)N1CCC(Cc2ccccc2)CC1,-1.9,3,-5,-1,0,-0.1,2,-2,102,-1.9
COc1ccccc1N(CC(=O)NC(C)(C)C)C(=O)CCC(=O)Nc1nccs1,0.5,-4,0,2,9,-0.1,9,-3,100,-0.8
O=C(N/N=C/c1ccc(OC(F)F)cc1)c1cccc(S(=O)(=O)N2CCOCC2)c1,7.6,-3,-3,1,-2,0.2,0,3,98,-1.5
CCOc1ccccc1C(=O)NCC(=O)NCCSc1ccc(Br)cc1,0.1,6,0,-1,6,0.1,-2,1,95,15*
Cc1ccccc1NC(=O)Cc1nc(CSc2nnc(C3CCCCC3)n2N)cs1,-1.0,-2,2,7,-5,0.2,11,-9,99,-2.2
Cc1ccc(OCC(=O)O/N=C(\N)c2ccccn2)cc1C,-0.4,-2,-4,-5,-5,-0.1,-3,-6,99,-2.0
CCc1cccc(C)c1NC(=O)CSc1nnc(-c2cc3cc(Br)ccc3o2)n1CC,0.1,3,-12,-2,4,0.5,4,-2,101,-0.4
COc1ccc(/C=C(\NC(=O)c2ccccc2)C(=O)NCCC(=O)O)cc1,0.5,2,1,2,0,-0.3,1,1,100,-2.4
CCCCn1nc(NS(=O)(=O)c2cccc3nonc23)c2cc3cccc(C)c3nc21,-0.5,4,-6,-1,1,-0.2,6,2,99,-2.8
CN1CCN(CCCNC(=O)Cn2nc(-c3ccccc3)ccc2=O)CC1,1.7,2,-1,1,-2,0.0,-4,-3,91,-0.3
CC(=O)c1c(OC(=O)c2ccccc2)c2ccccc2n1C,2.6,0,5,1,-11,0.3,5,-37,97,3.1
CCOc1ccc(S(=O)(=O)NCC(c2ccc3c(c2)OCO3)N2CCN(C)CC2)cc1 (stereo not drawn),-0.2,-1,0,0,-6,0.4,6,6,101,5.1
O=C(NCc1ccccc1Cl)C1CCN(S(=O)(=O)N2CCOCC2)CC1,-1.8,2,6,1,2,-0.3,15,-1,103,-0.3

# Entries shown so far that contain bromine, in the order listed:
SMILES,iPSC survival up,HTR2A ag,Cardio protect,N-glyco inh,Granule exo inh,aDG glyco act,MC4R antag cAMP,ABHD5-PLIN5 inh,ABCB6 inh MLPCN,MC4R ag barr
CCOc1ccccc1C(=O)NCC(=O)NCCSc1ccc(Br)cc1,0.1,6,0,-1,6,0.1,-2,1,95,15*
CCc1cccc(C)c1NC(=O)CSc1nnc(-c2cc3cc(Br)ccc3o2)n1CC,0.1,3,-12,-2,4,0.5,4,-2,101,-0.4

# Further records follow:
SMILES,iPSC survival up,HTR2A ag,Cardio protect,N-glyco inh,Granule exo inh,aDG glyco act,MC4R antag cAMP,ABHD5-PLIN5 inh,ABCB6 inh MLPCN,MC4R ag barr
COc1ccc(CCNCC2C(Oc3ccc(Cl)cc3)C(=O)N2c2ccccc2C)cc1OC (stereo not drawn),0.4,-3,6,-4,-1,0.3,4,13,92,-1.5
CCOC(=O)Nc1sc(=S)n(C)c1C,-2.4,8,1,0,-2,0.1,-1,-7,91,-1.9
O=C(CCl)NNC(=O)c1c(O)c2ccccc2[nH]c1=O,-1.2,-5,-3,-2,-6,0.2,31*,3,99,0.1
COC(c1ccccc1)c1nnc(CCC(=O)NCCCc2ccccc2)o1 (stereo not drawn),-1.5,-5,0,0,-6,-0.1,-6,-9,96,-2.8
COc1cc(CN2CCC(C(=O)NC(c3ccccc3)c3ccsc3)CC2)cc(OC)c1 (stereo not drawn),0.6,-4,1,-1,2,-0.1,5,-4,98,0.9
COc1ccc(NC(=O)C(NC(=O)Cc2cccs2)c2ccc(C)cc2)cc1 (stereo not drawn),-2.2,10,5,1,-5,0.0,5,-1,83,-0.4
O=C(CCn1nnc(-c2cccs2)n1)N1CCc2ccccc2C1,0.1,-5,12,0,2,-0.1,3,2,97,-0.8
COc1ccc(C(=O)Nc2ccc(S(=O)(=O)NC(C)=O)cc2)cc1[N+](=O)[O-],1.5,-5,-4,0,-3,0.0,28,-12,102,0.7
O=C(NC(=S)Nc1cc(C(F)(F)F)ccc1N1CCOCC1)c1ccc(-c2cccc(Cl)c2)o1,-0.7,-1,-5,-1,-1,-0.3,4,6,100,-1.7
COc1ccc(Cc2nnc(NC(=O)c3ccccc3Cl)s2)cc1OC,0.3,-2,0,2,5,0.3,-3,7,92,-0.1
O=C(C1=COCCO1)N1CCN(c2nc3ccc([N+](=O)[O-])cc3s2)CC1,-0.3,2,-19,-5,-3,0.9,1,2,93,-2.8
Cc1nc(CN(C)C(=O)c2cc(COc3c(F)cccc3F)on2)cs1,-0.1,-2,-4,0,2,0.6,5,1,97,0.6
CC(=O)Nc1ccc(NC(=O)CNC(=O)COc2ccccc2)cc1,11,8,-3,3,2,-0.1,13,1,103,-1.7
COc1ccccc1NC(=O)N1CCn2c(nc3ccccc32)C1,-2.9,4,3,-1,-3,0.1,13,5,99,-1.1
OC(c1cccc(Cl)c1)c1nc(-c2csc3ccccc23)cs1 (stereo not drawn),-3.6,-4,-16,-1,-1,0.1,2,0,95,0.6
CCOP(=O)(/C(C#N)=C(/O)c1ccccc1)c1ccccc1 (stereo not drawn),-0.3,-6,3,1,-1,0.0,11,-2,88,0.4
COC(=O)C(c1ccccc1)C(CC(=O)c1ccccc1)c1ccccc1 (stereo not drawn),-0.9,4,10,-3,6,0.0,23,0,95,1.8
COC(=O)c1[nH]c2cc(OC)ccc2c1NC(=O)CCN1CCCC(C)(C)C1,-1.6,3,-2,1,6,0.0,-1,6,94,-1.2
